cardiac RTF act = cardiac RTF calcium sensitization | P19429+P45379 | IANBD-labeled TnC RTF fluorescence at EC20 calcium; 0% EC20 calcium, 100% full calcium | activation, % at 7.2 µM | hit rate 0.24% among 340,000 | AID 493008;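 active = activation above the mean over all tested compounds plus 3 SD, cut at about 30% in these data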;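 note: rise in fluorescence read as greater calcium sensitivity of cardiac thin filaments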
OPRM1-OPRD1 ag = agonists of human mu-delta opioid receptor heterodimerization. P35372+P41143. cells, OPRM1-OPRD1 heterodimerization, luminescence. AID 504326. hit rate 0.3% among 340,000. activation, % at 9.3 µM; in the data active = activation above about 18%;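 note: 0% = vehicle-treated cells and 100% = reference agonist; values of inactives mirror those of a sister screen read the other way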
Wnt act = activates Wnt/beta-catenin signaling in a reporter cell assay | activation, % at 9.35 µM | hit rate 1.2% among 300,000 | AID 743398 | activator, plate reader; in the data active = activation above about 30%, passing the limit was not always enough;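 note: 0% = neutral control wells and 100% = positive control wells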
RTF Ca sens inh = cardiac RTF calcium desensitization. P19429+P45379. IANBD-labeled cardiac RTF, Ca2+ fluorescence. inhibition, % at 7.15 µM. hit rate 0.12% among 340,000. AID 493244;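 active = inhibition above the mean inhibition of all tested compounds plus 3 SD, cut at about 17% in these data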;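 note: assay run at fixed EC70 calcium of 1.6 mM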
Arrestin-AP2 inh = blocks beta-arrestin peptide binding to AP2 adaptin; hit rate 0.31% among 340,000; FITC-arrestin peptide / GST-AP2 beads, flow cytometry; AP2 beta2 appendage carries R879A mutation; AID 504490; inhibition, % at 10 µM;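 active = inhibition above a set limit, near 3 SD of compounds lacking own fluorescence, cut at about 54% in these data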;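 note: plate controls were DMSO wells for no effect and 5 µM unlabelled arrestin peptide for full effect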
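Material – AP2 appendage R879A on GSH beads · Buffer or medium – PBS with 0.05% Tween 20 and 0.1% BSA · Probe or stimulus – fluorescein-tagged arrestin peptide at 50 nM final · Incubation – compound with beads 12 min RT, then probe 1 h RT · Detection – high-throughput flow cytometry of beads, ex 488, em 535 nm · Evaluation – percent response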
OPRM1-OPRD1 inv = inverse agonist of human OPRM1-OPRD1 heterodimerization; P35372+P41143; cell-based MOR-DOR heterodimer luminescence, inverse agonism; inhibition, % at 9.3 µM; hit rate 0.21% among 340,000; in the data active = inhibition above about 22%, passing the limit was not always enough;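 note: 0% = cells with DMSO and 100% = wells without cells with DMSO; values of inactives mirror those of a sister screen read the other way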
Pemphigus Ab inh = human desmoglein-3 autoantibody binding inhibition; AID 588358; binding (percent of control), % at 10 µM; P32926; hit rate 0.48% among 310,000; DSG3-coupled beads, scFv-anti-DSG3-GFP binding, flow cytometry; active compounds read low;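 active = binding more than 3 SD below its plate's average and above zero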;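 note: hits lower antibody fragment binding to DSG3; some compounds called inactive have numbers as strong as hits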
LANA DNA inh = inhibitors of KSHV LANA C-terminal domain DNA binding. MBP-C-LANA/FAM-LBS DNA binding, fluorescence polarization. hit rate 0.078% among 340,000. inhibition, % at 9 µM;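 active = highest replicate inhibition at or above 60% at 9 µM, even if other replicates fall short; inactive = all replicates below 60% inhibition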;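 note: 0% = neutral control wells and 100% = 4 µM acridine orange control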
V-ATPase pHluor = alters yeast V-ATPase proton transport; response, % at 10 µM; hit rate 0.37% among 350,000; S. cerevisiae, pHLuorin cytosolic pH fluorescence; AID 504577; in the data active = response mostly above about 7.3%, no sharp cut-off; inactive = mostly below about 5.4%; note: actives read high; inactives centre near 0; some compounds called inactive have numbers as strong as hits; reference of the scale not given here
Keap1 Nrf2 FP = inhibitors of human Keap1-Nrf2 protein-protein interaction. inhibition, % at 9.4 µM. hit rate 0.15% among 340,000. Q14145. Keap1 Kelch-Nrf2 peptide fluorescence polarization, 1536-well; in the data active = inhibition above about 12%;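 note: human Keap1 Kelch domain with fluorescein labeled Nrf2 9mer peptide probe; 0% = neutral control wells and 100% = peptide positive control; higher means more block of Keap1 binding to Nrf2 peptide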
Target sequence (Q14145 whole entry, looked up, the tested form may be a part): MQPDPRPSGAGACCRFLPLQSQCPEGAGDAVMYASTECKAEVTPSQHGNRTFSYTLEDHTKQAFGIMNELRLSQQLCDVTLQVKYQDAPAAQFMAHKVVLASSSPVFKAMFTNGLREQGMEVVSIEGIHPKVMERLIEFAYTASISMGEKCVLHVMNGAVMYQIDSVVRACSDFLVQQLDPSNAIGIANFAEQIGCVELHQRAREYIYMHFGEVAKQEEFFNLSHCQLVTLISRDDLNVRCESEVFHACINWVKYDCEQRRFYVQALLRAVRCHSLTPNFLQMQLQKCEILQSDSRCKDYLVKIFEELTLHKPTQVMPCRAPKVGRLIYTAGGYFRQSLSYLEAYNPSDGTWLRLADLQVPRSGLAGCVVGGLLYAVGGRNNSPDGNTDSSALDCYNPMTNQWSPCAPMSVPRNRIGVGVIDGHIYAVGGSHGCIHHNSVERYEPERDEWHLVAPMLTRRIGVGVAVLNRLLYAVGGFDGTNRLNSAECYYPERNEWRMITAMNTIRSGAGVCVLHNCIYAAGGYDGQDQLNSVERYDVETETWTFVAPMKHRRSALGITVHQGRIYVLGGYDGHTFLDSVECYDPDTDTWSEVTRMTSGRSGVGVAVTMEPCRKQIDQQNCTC
* hit, by the source's call; nt = not tested or not shown. The order is random. About 3.1% of those tested had a hit in this group.

SMILES	cardiac RTF act	OPRM1-OPRD1 ag	Wnt act	RTF Ca sens inh	Arrestin-AP2 inh	OPRM1-OPRD1 inv	Pemphigus Ab inh	LANA DNA inh	V-ATPase pHluor	Keap1 Nrf2 FP
Cn1c(SCc2nc3cc(C(=O)O)ccc3c(=O)[nH]2)nnc1C(F)(F)F	-2	-3.1	-1	-8	-7	15	106	-0.1	-2	-5
O=C(NCc1ccccn1)c1cccc(S(=O)(=O)N2CCc3ccccc32)c1	-3	-1.0	0	8	1	5	101	2.4	-3	-5
CC(=O)Nc1ccc(NC(=O)CSc2ccc3nnc(-c4cccnc4)n3n2)cc1	-3	-2.3	0	0	-11	12	112	0.8	7	0
COc1ccc(NC(=O)c2cnc(SC)n2-c2ccc(F)cc2)c(OC)c1	-2	-2.9	5	-2	2	18	98	-0.3	0	0
Cc1sc(N/N=C/c2ccco2)nc1-c1ccccc1	-6	6.1	5	4	-7	-40	91	0.6	-1	-4
COc1cc(C)nn1-c1ccc(Cl)cc1	2	-3.7	-1	-9	12	18	119	1.5	1	2
CCOCCCNC(=O)c1cn(CC)c2ccc(S(=O)(=O)N3CCC(C)CC3)cc2c1=O	-6	-3.5	-2	-4	-14	18	101	-1.8	2	-3
Cc1cc(NC(=O)CCC(=O)N(Cc2ccccc2)C(C(=O)NC2CCCC2)c2ccc(C)o2)no1 (centres undefined)	-3	-0.6	2	0	-5	4	96	16	6	2
CCC1CCCCN1CCCNC(=O)CNC(=O)Cn1ccc2ccccc2c1=O (centres undefined)	7	-0.9	-7	-5	3	5	125	-2.0	-6	-7
O=C1c2ccccc2C(=O)N1CSc1ncccn1	1	0.2	nt	-7	23	-1	99	-0.1	0	-1
COc1ccccc1CN1CC(C(=O)N(C)CCCn2nc(C)cc2C)CCC1=O (centres undefined)	0	-0.6	-1	-1	3	3	110	-1.2	1	-4
CC1(C)CC(=O)C(C2C3=C(CC(C)(C)CC3=O)Oc3ccccc32)=C(O)C1 (centres undefined)	2	-2.2	nt	-4	-3	12	107	-0.8	4	-1
CCCCCCC1CC(/C(C)=N\NC(N)=O)OC1=O (centres undefined)	-3	-0.4	-4	-3	11	2	128	-0.1	-4	1
CN1C(=S)SC(C)(C)C1/[N+]([O-])=C/c1cccnc1 (centres undefined)	-3	-2.7	nt	-2	-3	16	92	1.7	-1	-4
O=C(NC1CCCCC1c1ccccc1)c1ccccc1 (centres undefined)	-4	0.5	-2	1	35	-2	104	-14	-3	3
O=C(Nc1ccccc1O)c1ccc2c(c1)C(=O)N(N1C(=O)c3ccccc3C1=O)C2=O	-6	-2.1	16	-3	-9	11	105	1.2	-2	-2
COc1cc(OC)cc(C(=O)NNC(=S)NCc2ccco2)c1	1	-3.0	-2	-6	-13	15	99	0.8	1	-3
Cc1ccc(Cn2c(Sc3nnc(C)s3)nc3c2c(=O)[nH]c(=O)n3C)cc1	18	-0.2	-3	-4	9	1	98	-0.8	5	-1
Cc1cccc(NS(=O)(=O)Cc2ccccc2)n1	-6	-3.6	-1	-5	0	15	nt	-0.7	-5	0
COCc1ccc(C(=O)NC2CCCc3c2cnn3-c2ccc(C)c(C)c2)o1 (centres undefined)	-1	-3.1	-4	-4	-8	17	118	-1.2	5	2
COc1nc(Nc2ccc(-c3nc4ccccc4o3)cc2)nc(N2CCOCC2)n1	0	6.3	1	-5	-2	-29	124	0.7	-6	0
O=C(/C=C/c1cccs1)Nc1scc(-c2ccccc2)c1C(=O)O	6	-2.2	2	1	9	10	nt	0.3	1	0
O=C(NCc1ccc2c(c1)OCO2)C1CC(=O)N(C2CCCCCCC2)C1 (centres undefined)	3	-1.8	nt	0	-15	10	102	-0.8	-1	-4
CCc1ccc(NC(=O)C(C)Sc2ccc(S(=O)(=O)N3CCN(C)CC3)cn2)cc1 (centres undefined)	-4	-0.6	1	-5	-2	2	118	1.7	1	-5
COc1ccc(CNC(=O)C(C)NCc2ccc(S(N)(=O)=O)cc2)cc1 (centres undefined)	0	-2.2	-1	-10	22	12	106	0.3	-4	-5
C/C(=N\NC(N)=O)C1CC(CC(C)C)C(=O)O1 (centres undefined)	0	-0.5	-2	-5	42	2	102	0.2	-3	4
CCC(=O)c1ccc(OCC(=O)OCC(=O)NCCC2=CCCCC2)cc1	1	0.1	-3	0	-10	0	102	0.3	0	2
O=C(CSc1nnc(CNC(=O)c2c(F)cccc2F)o1)NCc1ccccc1Cl	-5	-0.5	-1	9	7	3	109	-1.5	5	-2
COc1ccc2[nH]c(=O)c(CN(CCN3CCCC3)C(=O)Nc3ccccc3Cl)cc2c1	2	-0.2	nt	4	2	1	119	-1.0	-2	-3
Cc1cccnc1-n1c(CCN2C(=O)c3ccccc3C2=O)nc2ccccc2c1=O	12	-1.2	nt	-6	5	7	101	-1.0	-1	5

Eleven compounds out of the list, arranged by count of non-hydrogen atoms, descending.
SMILES	cardiac RTF act	OPRM1-OPRD1 ag	Wnt act	RTF Ca sens inh	Arrestin-AP2 inh	OPRM1-OPRD1 inv	Pemphigus Ab inh	LANA DNA inh	V-ATPase pHluor	Keap1 Nrf2 FP
Cc1cc(NC(=O)CCC(=O)N(Cc2ccccc2)C(C(=O)NC2CCCC2)c2ccc(C)o2)no1 (centres undefined)	-3	-0.6	2	0	-5	4	96	16	6	2
COc1ccc2[nH]c(=O)c(CN(CCN3CCCC3)C(=O)Nc3ccccc3Cl)cc2c1	2	-0.2	nt	4	2	1	119	-1.0	-2	-3
O=C(CSc1nnc(CNC(=O)c2c(F)cccc2F)o1)NCc1ccccc1Cl	-5	-0.5	-1	9	7	3	109	-1.5	5	-2
COCc1ccc(C(=O)NC2CCCc3c2cnn3-c2ccc(C)c(C)c2)o1 (centres undefined)	-1	-3.1	-4	-4	-8	17	118	-1.2	5	2
CCC(=O)c1ccc(OCC(=O)OCC(=O)NCCC2=CCCCC2)cc1	1	0.1	-3	0	-10	0	102	0.3	0	2
COc1ccc(CNC(=O)C(C)NCc2ccc(S(N)(=O)=O)cc2)cc1 (centres undefined)	0	-2.2	-1	-10	22	12	106	0.3	-4	-5
O=C(/C=C/c1cccs1)Nc1scc(-c2ccccc2)c1C(=O)O	6	-2.2	2	1	9	10	nt	0.3	1	0
O=C(NC1CCCCC1c1ccccc1)c1ccccc1 (centres undefined)	-4	0.5	-2	1	35	-2	104	-14	-3	3
O=C1c2ccccc2C(=O)N1CSc1ncccn1	1	0.2	nt	-7	23	-1	99	-0.1	0	-1
CN1C(=S)SC(C)(C)C1/[N+]([O-])=C/c1cccnc1 (centres undefined)	-3	-2.7	nt	-2	-3	16	92	1.7	-1	-4
COc1cc(C)nn1-c1ccc(Cl)cc1	2	-3.7	-1	-9	12	18	119	1.5	1	2

Next results follow:
SMILES	cardiac RTF act	OPRM1-OPRD1 ag	Wnt act	RTF Ca sens inh	Arrestin-AP2 inh	OPRM1-OPRD1 inv	Pemphigus Ab inh	LANA DNA inh	V-ATPase pHluor	Keap1 Nrf2 FP
CCOC(=O)N1CCN(C(=O)c2cn(CCOC)c(=O)c3c2c2ccccc2n3C)CC1	-1	-1.9	nt	-9	5	11	100	0.8	1	0
O=C(Cc1c[nH]c2ccccc12)N/N=C/c1ccc(F)cc1	-11	-0.1	nt	-6	3	0	134	-1.9	5	-3
COCCN(Cc1ccccc1)C(=O)c1ccc2c(c1)NC(=O)CS2	-1	-0.8	-3	-4	-12	3	nt	-0.7	1	0
O=C(NCc1ccc(Cl)cc1)N1CCc2ccccc2C1	0	-1.4	-1	-8	1	9	nt	-0.1	7	-3
Cn1cccc1/C=N/NC(=O)c1ccco1	8	-0.5	0	-8	0	2	103	2.4	1	-8
Cn1cnnc1SCC(=O)Nc1sc2c(c1C#N)CCCCC2	2	1.0	nt	-10	-2	-6	97	0.7	-2	-1
O=C(Nc1ccc(N2CCN(C(=O)c3ccco3)CC2)cc1)c1ccc([N+](=O)[O-])cc1Cl	2	0.6	-1	-3	-2	-2	117	-2.4	5	-2
COc1ccc(NC(=O)C(c2ccc(OC)cc2)N(Cc2ccco2)C(=O)CC2NC(=O)NC2=O)cc1 (centres undefined)	2	-1.2	-1	9	30	6	109	-0.9	-2	-1
O=C(CSc1nc(Cc2ccccc2)nc2ccccc12)Nc1ccc2c(c1)OCCO2	-2	-1.7	-1	1	6	9	102	-0.5	4	2
Cc1nc2ccccc2nc1N1CCOCC1	1	-0.3	nt	-2	-10	2	110	0.5	2	-5
O=C1/C(=C/c2ccccc2Cl)SC(=S)N1CCCC(=O)N(CCO)c1ccccc1	3	1.4	-3	-7	-3	-10	99	1.6	-3	-3
O=C(CN1C(=O)C2(OCCO2)c2ccccc21)c1ccc(Cl)cc1	8	-0.4	nt	-9	5	2	107	2.3	0	-4
CCN1CCN(c2cc(C)c3cc(NC(=O)c4ccc(OC)c(OC)c4)ccc3n2)CC1	6	1.2	11	-5	-1	-6	99	0.1	2	-2
CC(=O)N(Cc1ccccc1)c1c(N)nc(N)[nH]c1=O	12	-2.7	0	-6	9	13	112	0.0	-6	-7
O=C(OC1Cn2c(=O)ccc(=O)n2C1)c1ccccc1	1	0.0	1	14	17	0	100	0.1	0	-2
COc1ccc(NC(=O)Cc2c[nH]c3ccccc23)cc1S(=O)(=O)N1CCCCC1	-8	0.4	0	-5	3	-2	121	1.6	2	-2
Cc1ccc(CN2C(=O)CCC2C(=O)N2CCN(c3ccc(F)cc3)CC2)cc1 (centres undefined)	-3	-1.9	nt	1	-8	10	103	2.7	-1	1
COC(=O)c1ccc(C2=NOC(C)(c3nnc(Cc4ccccc4)o3)C2)cc1 (centres undefined)	-3	1.0	0	-2	-6	-6	103	-0.9	1	-1

Assay outcomes as filed in PubChem.
